From PubChem BioAssay
RBBP9 inh: inhibitors of human serine hydrolase RBBP9; inhibition, % at 7.94 µM; AID 1515; O75884; 220,000 compounds, 0.2% hits; recombinant RBBP9, FP-Rh probe fluorescence polarization;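 active means inhibition above the campaign mean of all tested compounds plus 3 SD, cut at about 14% in these data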;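 further: plate controls were DMSO wells with RBBP9 for no effect and wells lacking RBBP9 protein for full effect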
Target sequence (O75884 whole entry, looked up): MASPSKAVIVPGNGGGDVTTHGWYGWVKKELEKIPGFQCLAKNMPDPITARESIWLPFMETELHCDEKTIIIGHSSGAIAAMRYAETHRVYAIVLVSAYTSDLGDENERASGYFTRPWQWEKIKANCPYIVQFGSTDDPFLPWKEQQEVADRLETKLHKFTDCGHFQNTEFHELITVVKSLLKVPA
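Controls: DMSO-treated enzyme wells and wells lacking RBBP9 | Material: RBBP9 protein | Technique: Fluorescence polarization | Replication: Single well per compound, no replicates | Buffer or medium: Tris-NaCl-Pluronic buffer, pH 8.0 | Timing: 30 min compound preincubation, 45 min probe labeling, 25 °C | Read-out basis: Percent inhibition from mP, scaled between DMSO and no-protein wells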
Wee1 degr inh: blocks degradation of human Wee1 kinase | HeLa Luc-Wee1K328M stability, luciferase luminescence; 100% = proteasome inhibitor MG132 effect | 220,000 compounds, 1.2% hits | P30291 | reporter increase, % at 5 µM | AID 1321;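 active means activation above the mean of all tested compounds plus 3 SD, set per screening run, cut at about 8.8% in these data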;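 further: cells exposed to compound for 20 h before luminescence read; 0% = DMSO alone and 100% = MG132 at 30 µM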
Target sequence (P30291 whole entry K328M): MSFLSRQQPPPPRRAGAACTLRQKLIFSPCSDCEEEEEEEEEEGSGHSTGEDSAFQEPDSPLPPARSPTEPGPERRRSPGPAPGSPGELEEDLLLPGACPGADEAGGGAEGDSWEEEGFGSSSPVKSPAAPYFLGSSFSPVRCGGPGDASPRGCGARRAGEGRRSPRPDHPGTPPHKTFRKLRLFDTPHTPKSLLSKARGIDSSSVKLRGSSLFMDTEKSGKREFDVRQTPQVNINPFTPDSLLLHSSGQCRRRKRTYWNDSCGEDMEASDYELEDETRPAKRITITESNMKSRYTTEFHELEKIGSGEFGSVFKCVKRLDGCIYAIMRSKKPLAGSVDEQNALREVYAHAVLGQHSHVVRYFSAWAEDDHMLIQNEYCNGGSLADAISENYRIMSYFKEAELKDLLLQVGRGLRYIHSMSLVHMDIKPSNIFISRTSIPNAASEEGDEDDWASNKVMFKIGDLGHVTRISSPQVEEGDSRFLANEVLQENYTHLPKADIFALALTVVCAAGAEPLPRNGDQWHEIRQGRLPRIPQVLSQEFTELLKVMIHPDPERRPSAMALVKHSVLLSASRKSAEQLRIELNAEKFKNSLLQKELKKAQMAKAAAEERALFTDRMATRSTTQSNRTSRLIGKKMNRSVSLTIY
TRPN1 ag: agonists of zebrafish TRPN1 channel | HEK293 zebrafish TRPN1-YFP, Fluo-8 calcium fluorescence; 100% = response to 87 µM carbachol | activation, % at 3 µM | 220,000 compounds, 0.18% hits;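 active means activation above its plate's cutoff, the mean activation of test wells on that plate plus 3 SD, cut at about 19% in these data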;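 further: 0% = DMSO alone and 100% = 87 µM carbachol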
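Material: zebrafish TRPN1-YFP in HEK293 cells; Doses: single test compound dose, 3 µM nominal, 0.3% DMSO; Timing: dye loading 1 h at 37 °C, then 30 min room temperature; Technique: intracellular calcium fluorescence with Fluo-8; Benchmarks: high carbachol 87 µM, low DMSO alone.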
Ba/F3 V617F tox: reduce viability of Ba/F3 cells dependent on JAK2V617F; Ba/F3 EpoR-JAK2V617F viability, ATP luminescence; 220,000 compounds, 1.1% hits; inhibition, % at 5.6 µM;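 active means inhibition above the campaign mean plus 3 SD over all tested compounds, cut at about 24% in these data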;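 further: cytokine-independent growth of Ba/F3 cells driven by EpoR plus mutant JAK2; 0% = DMSO-treated cells and 100% = JAK inhibitor I control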
PPC-1+TRAIL kill: PPC-1 cancer cell killing with TRAIL present; PPC-1 cells + TRAIL, ATPLite viability luminescence; cell killing (% activity), % at 4 µM; 220,000 compounds, 0.41% hits;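 active means cell killing above 50% in the first pass at 4 µM, then a duplicate retest at 5 µM averaging 50% or more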;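 further: plate controls were cells with TRAIL plus DMSO for no effect and medium-only wells lacking cells for full effect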
CHOP inhibitor: inhibitors of CHOP induction in ER stress response; CHO-K1 CHOP-promoter luciferase, tunicamycin-induced, 15-18 h; inhibition, % at 10 µM; 220,000 compounds, 3.8% hits; AID 2732;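 active means compounds that reduced the stress-induced luciferase reporter signal by more than about 70% of percent inhibition, limit read from the data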;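 further: 0% = tunicamycin plus vehicle and 100% = wells without tunicamycin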
TRPML3 agonist: activates the human TRPML3 channel. HEK293 TRPML3-YFP, Fluo-8 calcium fluorescence; 100% = the carbachol control signal. activation, % at 3 µM. 220,000 compounds, 0.29% hits. AID 1448;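 active means activation above its plate's cutoff, the mean activation of the plate's test wells plus 3 SD, cut at about 12% in these data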;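 further: 0% = DMSO only wells and 100% = carbachol wells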
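Test system: HEK293 cells stably carrying human TRPML3-YFP; Doses: single dose, 3 µM final nominal compound, 0.3% DMSO final; Schedule: dye loading 1 h 37 °C then 30 min ambient, 125 s read; Technique: Fluo-8 calcium fluorescence; Benchmarks: high control carbachol 87 µM, low control DMSO.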
BaF3 tox: reduces parental Ba/F3 cell viability, JAK2V617F counter-screen; CellTiter-Glo ATP luminescence; inhibition, % at 5.6 µM; 220,000 compounds, 1.1% hits; AID 1486;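 active means inhibition above a per-campaign cutoff, the mean inhibition of all tested compounds plus 3 SD, cut at about 27% in these data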;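 further: 0% = DMSO wells and 100% = JAK Inhibitor I control wells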
TNF death inh: blocks TNF-alpha induced death of Jurkat FADD-/- cells; 220,000 compounds, 0.068% hits; AID 463075; activation (protection from cell death), % at 10 µM; Jurkat FADD-/- TNF necroptosis rescue, ATP luminescence, 24 h; 0 = TNF only, 100 = no-TNF cells;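 active means activation, meaning protection from cell death, of at least 50% relative to plate controls; inactive means activation below 50%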;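 further: necroptosis triggered by 40 ng/mL TNF-alpha added together with compound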
* = called active by the depositor; [ ] = dose if it differs, or a comment.

Values run as follows: RBBP9 inh, Wee1 degr inh, TRPN1 ag, Ba/F3 V617F tox, PPC-1+TRAIL kill, CHOP inhibitor, TRPML3 agonist, BaF3 tox, TNF death inh
- Cc1ccc(S(=O)(=O)N2CCN(c3ccc(C(F)(F)F)cc3[N+](=O)[O-])CC2)cc1
  0, 0, 0.2, 0, 12, 46, -0.1, 7, -2.1
- Cc1cc(=O)n2c(n1)NC(Nc1cccc(C)c1C)=NC2c1ccccc1 (centres undefined)
  -7, 0, -1.6, -3, -6, 8, 0.2, -2, 3.0
- CCCC1=NN2C(=N)/C(=C\c3cc(C)n(-c4cccc(C)c4)c3C)C(=O)N=C2S1
  3, 1, 1.6, 0, 30, 38, 0.6, 3, 2.5
- COc1ccc(OC)c(C2=Nn3c(nnc3-c3cc(C)[nH]n3)SC2)c1
  -3, 7, -1.2, -4, 6, 6, -0.7, -2, -3.4
- CC(C)[C@H](NC(=O)c1ccccc1)C(=O)OCC(=O)N1CCCCCC1
  -7, 0, 0.1, -4, 14, 11, 0.1, 2, 5.1
- O=C(/C=C/c1ccc(Cl)cc1Cl)Nc1ccc(CN2CCOCC2)cc1
  3, -2, 9.0, -1, 20, 14, 4.4, 9, -4.0
- CCOC(=O)C1CCN(C(=S)Nc2cccc(C)c2)CC1
  -7, -4, 0.7, -1, 5, 46, 0.2, -1, -2.1
- O=c1cc(-c2ccccc2F)nc(-c2ccccc2F)o1
  6, -1, 0.0, -1, -11, -21, 0.7, 6, -0.6
- C=CCn1c(CCNC(=O)c2ccccc2F)nnc1SCC(=O)Nc1nc(C)cs1
  -4, 2, -0.3, 1, 18, 10, -0.5, 1, 0.0
- O=C(CSc1nnc(-c2ccccc2Cl)o1)Nc1ccccn1
  -6, -1, -1.8, -3, 63*[5 µM], -7, 0.6, 3, -0.6
- COc1cc(NC(=O)COc2ccccc2[N+](=O)[O-])ccc1NC(=O)c1cccs1
  -14, 6, 2.0, -2, 14, 104*, -0.6, 7, 0.1
- Cc1nnc(SCC(=O)NCCc2ccccc2)s1
  -5, 2, 1.1, 0, 14, -8, 0.7, 5, 0.2
- CN=c1sc2ccccc2n1CC(O)COCc1ccco1 (centres undefined)
  -3, 1, 0.9, 1, 5, -14, -0.2, 2, 0.0
- COC(=O)Cn1c(=NC(=O)c2cc(OC)c(OC)c(OC)c2)sc2cc(OC)ccc21
  -4, 0, -0.2, 1, 19, 41, 0.9, 5, 2.2
- Cc1nn(Cc2ccc(F)cc2)c(C)c1NC(=O)c1cc2ncc(Br)cn2n1
  -6, -3, 2.2, -2, -8, 13, 0.2, 2, 1.7
- O=C(CC1SC(=O)N(Cc2cccc3ccccc23)C1=O)Nc1nccs1 (centres undefined)
  -7, 2, 0.7, 1, -4, 73*, -0.4, 4, -0.5
- O=C(N/N=C/c1ccc(Br)s1)c1ccccn1
  0, 2, 1.3, -4, 34, 1, 0.1, 2, 1.1
- O=C1CCSc2ccc(Cl)cc2N1Cc1cccc(Cl)c1
  -7, -1, -2.0, 2, -9, 60, 0.3, 7, -2.5
- CN(C)S(=O)(=O)c1ccc(N2CCCC2)c(C(=O)NCC2CCCCC2)c1
  11, -1, -1.6, 0, 6, 25, 0.6, -4, 0.2
- CC(C)(C)c1ccc(S(=O)(=O)NCc2ccc(C(=O)N3CCOCC3)cc2)cc1
  3, 4, -0.9, 0, 4, 23, 0.2, 4, 3.7
- COC(=O)c1ccc(C(=O)OC)c(-n2c(=O)c3ccccc3c3ccccc3c2=O)c1
  -2, 0, 0.8, -3, -16, -20, 1.1, 7, -4.5
- CCOC(=O)c1cc(C(=O)OCC)c2cccc(C)n2c1=O
  4, -1, -0.3, -3, 10, 50, 0.7, 0, -2.9
- C#CCCOC(=O)Nc1ccccc1
  -7, -2, 2.4, 2, 26, -4, 0.4, 1, 3.7
- Cc1c(C=O)c2ccccn2c1C(=O)c1ccncc1
  9, -2, 0.0, 1, 8, 19, -0.4, 2, -2.1
- COc1cccc(N2CCN(S(=O)(=O)c3cccc4nsnc34)CC2)c1
  -5, -2, 0.6, 0, -8, -1, 0.0, 5, -0.2
- O=C(c1ccccc1F)N1CCC(O)(c2cccnc2)CC1
  1, 1, 1.6, 3, 6, 43, 0.5, 6, 0.3
- COc1ccc(N=C/C=C2/C=C(c3ccccc3)OC(C)(C)O2)cc1
  -11, 3, -1.9, -1, 13, 94*, -0.5, 5, -4.6
- CC1(C)CC(=O)C(N=Nc2ccc(Br)cc2)=C(O)C1
  -3, 0, 0.7, 0, 19, -3, 0.4, -3, -2.9
- N#C/C(=C/c1cccc([N+](=O)[O-])c1)c1nnc2n1CCCCC2
  -4, -2, 2.1, 0, 29, 18, 0.7, 3, -4.5
- COc1ccc2cc(C(=O)NC3CCCCC3)c(=O)oc2c1
  -3, -1, 0.3, 2, 25, -29, -0.6, 1, -0.5
- COCCNS(=O)(=O)c1cc(C)c(C)cc1C
  -6, -2, 2.1, 3, -5, 18, 0.3, 5, 0.3
- Cc1cccc(OCc2ccc(C(=O)Nc3ccc(F)cc3)cc2)c1
  -4, 2, 1.8, 1, 9, 59, 0.4, 6, -1.2
- CCOC(=O)N1CCC(Nc2c(NCCCN(CC)Cc3ccccc3)c(=O)c2=O)CC1
  -5, -1, 0.9, -2, 1, 18, 0.3, 9, 0.8
- CNc1ccc(/C=C/C(=O)c2cccc3ccccc23)cc1[N+](=O)[O-]
  -1, 0, 1.1, 2, 3, -9, 0.6, 5, 4.9
- COC(=O)Nc1nnc(COc2ccccc2)s1
  4, 0, 0.5, -6, 15, 13, 0.9, 1, -0.4
- CCCCNC(=O)N1CCN(S(C)(=O)=O)CC1
  -12, 0, 0.6, 3, -11, 14, 0.3, 4, 0.5
- COc1ccc2c(c1)CC/C2=N\OC(=O)c1ccccc1OC
  -4, 1, -0.9, -2, 22, -3, -0.3, 1, 0.4
- COc1cccc(NC(=O)CCCn2c(=O)[nH]c3ccccc3c2=O)c1
  -6, 2, 2.3, 2, 13, 5, 0.2, 5, -4.3
- CCNc1nc(NCC)nc(ON=C(C)C)n1
  -7, 0, 1.0, 2, 8, -9, 1.8, 1, -2.4
- CC1CC(C)(C)Nc2ccc(OC(=O)c3ccco3)cc21 (centres undefined)
  -4, -3, 2.7, 4, 12, 38, 1.7, 6, -24
- CCOc1ccc(-c2nnc(SCC(=O)Nc3cc(C)on3)o2)cc1
  -4, 0, 0.5, 6, 40, 77*, -0.2, 7, 0.8
- O=C(NCCc1ccccc1)c1cccc(N2C(=O)C3CC=CCC3C2=O)c1 (centres undefined)
  -8, 0, 2.5, -7, 2, -1, 0.4, -2, 2.5
- NC(=O)SCC(=O)Nc1ccc(Cl)cc1
  -12, -1, 0.5, 2, 20, 11, 1.0, 4, -11
- COc1ccc(/C=C/C(=O)O)cc1S(=O)(=O)N1CCc2ccccc2C1
  9, -1, 0.2, -3, 37, 27, 1.1, -3, 0.8
- O=C(CNC(=S)N(Cc1ccccc1)Cc1cccs1)NCc1ccc(F)cc1
  -5, 2, -0.2, 6, -6, 13, -1.5, 7, -0.9
- CN(CCc1ccccn1)c1ccc([N+](=O)[O-])cn1
  -8, -1, 1.8, -3, 11, 9, 0.4, -4, 0.7
- CC(=C/c1ccccc1)/C=N/Nc1nc(N2CCOCC2)nc(N2CCOCC2)n1
  2, -1, -0.3, 0, -1, -25, 0.0, 3, 2.1
- CCCCOC(=O)CCCc1ccc([N+](=O)[O-])cc1[N+](=O)[O-]
  -5, 13*, -2.1, 4, 35, 54, -0.4, 10, -0.7
- O=C(N/N=C/c1cn(CCOc2ccccc2)c2ccccc12)c1ccncc1
  -2, 0, 1.2, 1, 16, -2, 0.7, 7, 4.6
- N#Cc1cc2c(nc1SCC(=O)Nc1sc3c(c1C#N)CCC3)CCC2
  1, 8, 0.6, -2, 20, 33, 1.5, 4, 4.3
- COc1ccc2cc(C(N)=O)/c(=N/NC(=O)c3ccco3)oc2c1
  -6, 3, 4.2, 2, 32, -6, 0.0, 7, 0.1
- N#Cc1ccc(C(=O)NCC(c2ccco2)N2CCCCC2)cc1 (centres undefined)
  -6, 0, 0.0, 10, 0, 13, 0.3, 8, 1.1
- Cc1cccc(N(Cc2cc3ccccc3[nH]c2=O)C(=O)c2cccs2)c1
  -5, 1, -1.3, 4, 12, 17, -1.2, 1, -3.9
- CCOC(=O)c1nc(N2CCN(C(=O)OCC)CC2)c2c3c(sc2n1)CCCC3
  -3, -1, 2.2, 3, 3, -7, -0.6, 1, -4.2
- CCCc1ncc(C(O)(c2ccccc2)c2ccc(C)cc2)n1C (centres undefined)
  -1, 0, -0.3, -4, 26, 44, 0.8, 2, 0.4
- COC(=O)C1=C(N)c2ccccc2C1(C#N)c1ccccc1 (centres undefined)
  0, -1, -1.0, -3, -21, 6, -0.8, 2, -1.5
- Cc1ccccc1CCN(C(=O)Cn1nnc2ccccc21)C(C(=O)NCC1CCCO1)c1nc2ccccc2n1C (centres undefined)
  -2, 6, -0.2, -1, 5, 82*, 0.1, 2, 1.7
- O=C(CSc1ccc(-c2ccccn2)nn1)c1ccc(F)cc1
  -10, -1, 1.6, -1, 22, -2, 1.1, 6, -0.1
- CN1CCN(Cc2cc(Cl)c3cccnc3c2OC(=O)c2cccs2)CC1
  4, -1, 1.0, 1, 21, -10, 0.1, 10, -7.1
- CC1CCC(N2CCN(c3ncccn3)CC2)CC1 (centres undefined)
  0, 1, -0.7, -3, 24, -12, -0.7, -2, 1.0

Record cards, from the list above.
Profile of COc1ccc2c(c1)CC/C2=N\OC(=O)c1ccccc1OC = RBBP9 inh: -4; Wee1 degr inh: 1; TRPN1 ag: -0.9; Ba/F3 V617F tox: -2; PPC-1+TRAIL kill: 22; CHOP inhibitor: -3; TRPML3 agonist: -0.3; BaF3 tox: 1; TNF death inh: 0.4
Profile of CCOC(=O)c1nc(N2CCN(C(=O)OCC)CC2)c2c3c(sc2n1)CCCC3 = RBBP9 inh: -3; Wee1 degr inh: -1; TRPN1 ag: 2.2; Ba/F3 V617F tox: 3; PPC-1+TRAIL kill: 3; CHOP inhibitor: -7; TRPML3 agonist: -0.6; BaF3 tox: 1; TNF death inh: -4.2
Profile of CC(C)(C)c1ccc(S(=O)(=O)NCc2ccc(C(=O)N3CCOCC3)cc2)cc1 = RBBP9 inh: 3; Wee1 degr inh: 4; TRPN1 ag: -0.9; Ba/F3 V617F tox: 0; PPC-1+TRAIL kill: 4; CHOP inhibitor: 23; TRPML3 agonist: 0.2; BaF3 tox: 4; TNF death inh: 3.7
